High-throughput results as filed in PubChem BioAssay.
PhoP inhibition – inhibitors of PhoP regulon expression, primary screen, Salmonella Typhimurium, GFP reporter (AID 1863); S. Typhimurium PhoP-regulated promoter GFP reporter, 4 h; higher % means a stronger effect; inhibition, % at 50 µM, or IC50 in µM where a hit was titrated; 300,000 compounds, 0.16% hits;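 active = inhibition over 29.93%, a cutoff 3 SD above the screen mean, later confirmed by dose response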;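 note: 0% = low Mg2+ inducing control and 100% = high Mg2+ repressing control; strong numbers were not always called active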
T cell HTS – modulators of CD8 T cell-vesicle binding, primary screen, mouse 2C CD8+ T cells, flow cytometry | 2C CD8+ T cell-vesicle binding; hits give low values | calls only at 7 µM | 330,000 compounds, 0.068% hits;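 active = response, share of CD8 T cells binding vesicles, and their 90th percentile fluorescence all below set limits, cut at about 80% in these data, passing the limit was not always enough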
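material = purified 2C TCR transgenic mouse naive CD8+ T cells | controls = Unloaded micro-vesicles (low), QL9 vesicles with 0.7% DMSO (high) | detection = cytometric PE anti-B7-1 and Alexa647 anti-CD8 signals after 1% paraformaldehyde fixation | incubation = binding step 1.5 h, 37 °C, antibody labelling 20 min, ice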
MgcRacGAP inhibition – MgcRacGAP GTPase-activating activity inhibitors, confirmation, biochemical, ADP Hunter fluorescence | Rac GTPase-activating protein 1 (Homo sapiens) | MgcRacGAP-stimulated Rac1 GTP hydrolysis, ADP Hunter fluorescence; higher % means a stronger effect; GST-tagged Rac1 F28L mutant substrate | one-dose inhibition, % at 30 µM; IC50 in µM for titrated hits | 340,000 compounds, 0.6% hits | AID 624330, 2012;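 active = first-screen hits whose inhibition reached a set limit at any dose in the follow-up dose series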;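 note: fluorescence reports GDP produced by GAP-driven GTP hydrolysis; strong numbers were not always called active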
RSV antiviral HEp-2 – RSV antiviral activity via CPE protection, HEp-2 cells, primary 10 µM value included (AID 2391); HEp-2 cells, RSV-induced CPE inhibition; higher % means a stronger effect; CPE inhibition, % at 10 µM, or IC50 in µM where a hit was titrated; 310,000 compounds, 0.13% hits; in the data active = a potency from the dose series; note: strong numbers were not always called active
West Nile virus CPE – West Nile virus antiviral activity, cell-based, CPE readout (AID 1621); West Nile virus-infected cells, CPE inhibition; higher % means a stronger effect; one-dose CPE inhibition, % at 10 µM; IC50 in µM for titrated hits; 290,000 compounds, 0.02% hits; in the data active = a potency from the dose series; note: strong numbers were not always called active
NTR1 agonist – agonists of NTR1, primary screen, imaging, U2OS cells, beta-arrestin-GFP, high content (AID 493036). NTR1-U2OS beta-arrestin-GFP spot imaging, agonist mode. Neurotensin receptor type 1 (Homo sapiens), P30989. activation, % at 20 µM. 330,000 compounds, 0.17% hits;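 active = activation at or above 40% of the spot to cytoplasm intensity ratio, with at least 20 cells analyzed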;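 note: 0% = DMSO without peptide and 100% = 100 nM NTR1 peptide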
Target sequence (P30989 whole entry, looked up): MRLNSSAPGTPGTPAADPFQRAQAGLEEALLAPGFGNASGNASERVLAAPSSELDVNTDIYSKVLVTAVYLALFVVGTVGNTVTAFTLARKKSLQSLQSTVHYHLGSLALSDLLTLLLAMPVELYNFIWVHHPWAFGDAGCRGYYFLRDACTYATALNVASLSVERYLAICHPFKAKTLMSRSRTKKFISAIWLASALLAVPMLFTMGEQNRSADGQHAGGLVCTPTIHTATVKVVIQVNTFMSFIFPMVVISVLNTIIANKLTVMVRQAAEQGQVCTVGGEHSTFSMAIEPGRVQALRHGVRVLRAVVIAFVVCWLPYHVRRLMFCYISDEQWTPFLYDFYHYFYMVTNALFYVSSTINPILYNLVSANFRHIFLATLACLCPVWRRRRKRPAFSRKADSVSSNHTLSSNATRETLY
NS5 inhibitors – Dengue-2 NS5 methyltransferase inhibitors, primary screen, biochemical, confirmation dose response (AID 588689); inhibition, % at 25 µM, or IC50 in µM where a hit was titrated; 340,000 compounds, 0.3% hits; Dengue-2 NS5 methyltransferase capping enzyme assay, biochemical; higher % means a stronger effect; in the data active = a potency from the dose series
K1F lysis inhibition – inhibition of K1F phage lysis, E. coli UTI89, bacterial capsule biogenesis inhibitors, alamar blue (AID 488966); E. coli UTI89 K1F phage lysis, alamar blue, 2 h; higher % means a stronger effect; one-dose inhibition, % at 100 µM; IC50 in µM for titrated hits; 340,000 compounds, 0.02% hits;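 active = phage lysis inhibition, versus mean bacterial control, above a set limit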;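 note: capsule biogenesis inhibitors block K1F phage lysis so surviving cells raise fluorescence; higher fluorescence means more inhibition of phage lysis; actives were called in the ten point dose series up to 300 µM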
Large T inhibition – SV40 large T antigen inhibitors, biochemical (AID 1903). SV40 large T antigen ATPase/helicase inhibition assay; higher % means a stronger effect. 310,000 compounds, 0.39% hits. inhibition, % at 20 µM, or IC50 in µM where a hit was titrated; in the data active = a potency from the dose series; note: strong numbers were not always called active
T cell HTS vesicle-bound % – also measured in T cell HTS; calls as there; double positive events, %; measured here: CD8+ vesicle-bound cell fraction;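 binding gate set so that unloaded-vesicle control wells show 10% double positive cells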
NTR1 agonist cell count 20 µM – also measured in NTR1 agonist; calls as there; cell count; measured here: cell count, cytotoxicity flag
NS5 inhibitors pilot replicate – recorded beside NS5 inhibitors, whose call it bears; inhibition, %; measured here: pilot screen replicate inhibition
The depositor's hits bear a star; i = inactive; . = not tested or not shown; [ ] = remark or other dose.

SMILES	PhoP inhibition	T cell HTS	T cell HTS vesicle-bound %	MgcRacGAP inhibition	RSV antiviral HEp-2	West Nile virus CPE	NTR1 agonist	NTR1 agonist cell count 20 µM	NS5 inhibitors	K1F lysis inhibition	Large T inhibition	others
Cc1c(C(=O)NCc2cccnc2)oc2ccc(S(=O)(=O)N3CC(C)CC(C)C3)cc12 (stereo not given)	2.3%	i	25.5	4.1%	1.0%	.	-1.2	61	-4.1%	0.1%	16.4%
CCn1c(NC(=O)C(C)C)c(-c2cccs2)c(=O)c2ccccc21	-0.8%	i	25.2	10.1%	.	0.1%	0.6	49	-4.6%	0.9%	6.7%
O=C(COC(=O)/C=C/c1cccc([N+](=O)[O-])c1)NCC1CCCO1 (stereo not given)	6.2%	i	23.1	10.5%	-0.6%	0.9%	-0.6	71	-0.7%	0.2%	3.2%
C/C=C(/C)C(=O)Nc1cccc(C2=NOC3(C2)C[C@@H](C(N)=O)N(C(=O)C2(C)CC2)C3)c1 (stereo not given in full)	-3.5%	i	52.5	8.2%	1.8%	2.0%	0.8	50	0.8%	-1.0%	9.5%
COC(=O)c1sc2cc(C(F)(F)F)cnc2c1-c1cccnc1	1.0%	i	40.3	5.7%	0.9%	0.0%	-0.1	53	-4.8%	0.1%	13.0%
O=C(O)CC(SCC(=O)Nc1ccccc1)C(=O)O (stereo not given)	-0.7%	i	42.6	2.4%	-1.8%	0.3%	0.8	73	1.6%	0.6%	9.9%
COc1ccc(S(=O)(=O)N2CCCCC2)cc1NC(=O)C1CC1C (stereo not given)	.	i	34.1	-4.5%	-0.8%	.	0.1	60	-6.9%	-0.2%[50 µM]	.
CCCC(=O)Nc1ccc(NC(=O)C23CC4CC(CC(C4)C2)C3)cn1	1.4%	i	21.7	2.9%	-0.3%	0.3%	-0.2	55	4.8%	1.1%	15.2%
O=C(C1=NN[C@@H]2C(=O)N(c3ccccc3C(F)(F)F)C(=O)[C@H]12)c1cnccn1	-1.4%	i	28.8	4.9%	1.3%	0.1%	0.5	59	-2.3%	0.3%	11.5%
CCOc1ccc2nc(SCC(=O)NC(=O)NCc3ccco3)sc2c1	-5.4%	i	44.5	-5.2%	2.6%	1.2%	1.3	61	-4.2%	-0.3%	22.1%
Cc1cccc(N2CCN(C(c3ccc(N(C)C)cc3)c3nnnn3C(C)(C)C)CC2)c1C (stereo not given)	2.6%	i	44.5	6.8%	0.8%	0.1%	-0.4	68	-2.4%	1.7%	7.9%
Cc1ccccc1CC(=O)NCC1CCCCC1	-5.0%	i	53.7	13.0%	2.1%	-0.5%	-0.5	54	2.6%	0.2%	22.7%	NS5 inhibitors pilot replicate=2.7
Cc1ccc(NC(=O)CN2C(=O)CN(C)C2=O)cc1S(=O)(=O)N1CCCCC1	1.5%	i	40.0	3.6%	1.6%	-0.2%	2.4	46	-2.9%	-0.1%	5.4%
COc1ccc(-c2ccc([C@H]3[C@@H]4C=CCC[C@@]4(C)C(=O)N3Cc3ccccc3)c(F)c2)cc1	0.6%	i	39.6	5.5%	-3.5%	-0.3%	-1.3	92	-10.5%	1.5%	12.7%
CCC(NC(=S)NCc1ccc(F)cc1)c1ccc(C(C)C)cc1 (stereo not given)	-4.8%	i	54.6	10.4%	4.4%	0.1%	9.1	48	6.6%	2.0%[50 µM]	1.8%
COC(=O)C1=C(C)NC(C)=C(C(=O)OC)C1C1CC=CCC1 (stereo not given)	-3.9%	i	25.0	4.6%	0.3%	-0.2%	-0.6	58	-1.3%	0.2%	9.4%
CC1CCCCC1NC(=O)CO/N=C/c1ccccc1OC(F)F (stereo not given)	-7.0%	i	47.3	7.8%	0.4%	-0.7%	0.0	80	-0.9%	0.1%	5.8%
COc1ccc(SCCc2nnc(-c3ccccc3)o2)cc1	11.2%	i	33.4	0.7%	0.6%	-0.2%	-0.2	60	-2.9%	-0.3%	6.3%
CC(C)(C)OC(=O)[C@H](Cc1ccccc1)NC(=O)c1nc[nH]c1C(=O)N1CCc2ccccc2C1	4.3%	i	8.0	2.8%	-2.6%	-1.0%	12.3	65	-2.4%	0.5%	5.1%
CCCCn1c(N)c(N(CC)C(=O)CSCc2c(C)noc2C)c(=O)[nH]c1=O	2.3%	i	16.4	6.4%	0.2%	-0.3%	0.5	64	0.7%	0.9%[50 µM]	11.5%
O=C1CC(C(=O)Nc2ccc(Br)cc2)C2(CCCC2)O1 (stereo not given)	-2.8%	i	12.8	.	0.4%	.	1.2	84	.	.	13.3%
O=C(Nc1c(F)cc(F)cc1Br)c1cc(-c2ccccc2)on1	-13.4%	i	25.6	15.6%	3.4%	-0.5%	1.6	61	.	-1.4%	8.6%
Cc1nc(C)n(C(Oc2ccc(Cl)cc2Cl)C(=O)C(C)(C)C)n1 (stereo not given)	.	i	32.9	14.1%	1.1%	.	1.0	47	2.3%	0.5%	12.8%
COc1ccc(N2CCN(C(=O)C3CCN(S(=O)(=O)c4ccc5c(c4)oc(=O)n5C)CC3)CC2)cc1	5.5%	i	21.8	18.2%	1.9%	-0.6%	0.1	61	3.6%	0.4%	29.5%
NC(=O)c1c(NC(=O)c2ccc(F)cc2)sc2c1CCC2	5.2%	i	61.6	15.5%	2.4%	-0.7%	2.8	55	8.6%	0.3%	6.5%
Cc1nn(C(C)C(=O)NC2C(=O)N3C(C(=O)O)=C(CSc4nnnn4C)CSC23)cc1Cl (stereo not given)	-5.1%	i	8.4	17.7%	1.5%	-0.2%	2.2	42	-1.6%	-0.4%	5.1%
C[C@H]1C=CC(=O)O[C@H]1c1ccccc1	1.8%	i	46.2	3.1%	6.9%	1.1%	40.9*	58*	-4.8%	0.8%	8.3%
Cc1ccc(NC(=O)/C(=C/c2cccc([N+](=O)[O-])c2)NC(=O)C2CCCCC2)c(C)c1	1.1%	i	11.4	-1.0%	0.4%	0.7%	2.0	47	0.7%	0.8%	0.8%
O=C(Nc1cccc(NC(=O)C2CCCO2)c1)C1CCCO1 (stereo not given)	6.7%	i	53.9	0.7%	1.1%	-0.1%	0.7	63	-8.4%	0.3%	8.1%
O=C(O)CCCC(=O)OCCc1cc2ccccc2c(=O)o1	.	i	1.9	-0.4%	.	.	-1.5	65	-2.4%	1.0%	.
NC(=O)SC/C(=N\S(=O)(=O)c1ccccc1)Nc1ccccc1	-1.8%	i	31.8	-2.6%	-1.1%	1.0%	1.0	51	-2.8%	-0.7%	-6.2%
CCc1ccc(NC(=O)CCc2ccc(CC)o2)cc1	-6.7%	i	13.8	-6.1%	2.1%	-0.8%	0.0	49	-4.7%	-0.2%	6.6%
O=C(CN1C(=O)C2C3C=CC(C3)C2C1=O)Nc1cccc2c1CCCC2 (stereo not given)	-0.4%	i	2.5	7.3%	2.7%	0.1%	-0.8	48	-1.4%	0.3%	2.4%
CCOC(=O)c1cccc(S(=O)(=O)N2CCOCC2)c1	-7.8%	i	44.9	-2.9%	0.9%	1.1%	0.4	57	-11.1%	0.4%	-8.5%
Cc1ccccc1CNS(=O)(=O)c1ccc2c(c1)C(C)(C)C(=O)N2C	-15.2%	i	32.3	7.6%	1.6%	0.6%	0.4	78	-1.7%	0.1%	6.1%
CCOC(=O)C1C(c2cccs2)NC(=O)NC1(O)C(F)(F)F (stereo not given)	-3.0%	i	28.6	6.3%	-0.5%	-0.3%	0.4	31	2.7%	4.9%	3.5%
CC(C)C(=O)Nc1nnc(Sc2ccc(N(C)C)cc2)s1	-1.8%	i	10.3	3.5%	1.0%	0.8%	1.1	95	-3.2%	1.2%	-8.3%
O=C(O)CCN1C(=O)/C(=C\c2cccc(OCC(=O)Nc3ccc(Cl)cc3)c2)SC1=S	-10.2%	i	0.0	17.6%	1.4%	-0.4%	2.5	51	34.9µM*	-0.2%	18.0%
Nc1ncc(-n2cncn2)c(-c2ccccc2)n1	0.3%	i	52.1	8.8%	1.3%	0.3%	-0.5	36	-1.5%	-0.2%	4.7%
COC(=O)C1CCN(S(=O)(=O)CCNC(=O)c2cccc(OC)c2)CC1	-4.7%	i	32.9	0.7%	-1.0%	.	-0.3	55	-5.9%	-2.1%	11.8%
CCOc1ccc(NC(=O)CSc2nnc(Cn3cnc([N+](=O)[O-])n3)n2CC)cc1	1.9%	i	32.0	4.5%	-1.2%	-0.2%	-1.6	63	6.7%	0.1%	-3.1%
O=C(O)/C=C\c1ccccc1Oc1cccc(Cl)c1	-1.1%	i	53.6	-4.8%	-1.4%	0.8%	-0.4	34	-0.7%	-1.3%	11.3%
CCC(CC)COC(=O)C1=C(C)NC(=O)NC1c1ccc([N+](=O)[O-])cc1 (stereo not given)	1.8%	i	53.9	10.1%	7.6%	-1.9%	-0.8	72	.	0.7%	6.4%
CC1Cc2ccccc2N1C(=O)CSc1nnc(-c2ccc(S(=O)(=O)N3CCCC3)cc2)n1C (stereo not given)	-4.0%	i	7.5	9.3%	1.4%	-0.9%	-0.8	66	-0.4%	1.8%	5.9%
COc1cccc(C(=O)O/N=C(\C)c2cnccn2)c1	-7.0%	i	30.7	3.2%	0.9%	-0.2%	-1.3	57	-5.1%	0.3%	5.0%
CCCOC(=O)C1C2C=C[C@]3(CN(CCc4ccccc4)C(=O)[C@H]13)O2 (stereo not given in full)	5.7%	i	57.4	9.0%	5.4%	0.2%	-0.9	28	-4.5%	0.4%	18.5%
COc1ccccc1N1CCN(C(CNC(=O)c2ccc3c(c2)OCO3)c2cccnc2)CC1 (stereo not given)	-6.6%	i	43.1	3.7%	5.2%	-0.6%	1.2	51	11.2%	1.2%	23.8%
O=C1c2ccncc2C(=O)N1Cc1cccc(Cl)c1	9.9%	i	56.2	2.8%	1.8%	0.5%	1.7	56	-0.7%	0.2%	3.2%
O=C(Nc1ccc(C(=O)N2CCCCC2)cc1)c1cccs1	0.2%	i	27.5	4.2%	3.0%	-0.4%	-0.7	41	-5.9%	-1.7%	8.7%
CCOC(=O)c1c(C)[nH]c(C(=O)COC(=O)c2ccccn2)c1C	-1.5%	i	22.7	3.3%	2.5%	0.0%	-1.6	82	-7.4%	0.6%	-1.8%	NS5 inhibitors pilot replicate=-0.3
